Source: PubChem (several laboratories)
C-LANA FP – KSHV C-LANA DNA binding inhibition; MBP-C-LANA/FAM-LBS DNA binding, fluorescence polarization; inhibition, % at 9 µM; 340,000 compounds, 0.078% hits; AID 504423;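 active = highest replicate inhibition at or above 60% at 9 µM, even if other replicates fall short; inactive = all replicates below 60% inhibition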;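 also: 0% = neutral control wells and 100% = 4 µM acridine orange control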
DSG3 Ab inh – inhibitors of pemphigus antibody binding to human desmoglein-3; P32926; DSG3-coupled beads, scFv-anti-DSG3-GFP binding, flow cytometry; stronger effect = lower value; binding (percent of control), % at 10 µM; 310,000 compounds, 0.48% hits;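 active = binding more than 3 SD below its plate's average and above zero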; also: some compounds called inactive have numbers as strong as hits
Target sequence (P32926 whole entry, looked up): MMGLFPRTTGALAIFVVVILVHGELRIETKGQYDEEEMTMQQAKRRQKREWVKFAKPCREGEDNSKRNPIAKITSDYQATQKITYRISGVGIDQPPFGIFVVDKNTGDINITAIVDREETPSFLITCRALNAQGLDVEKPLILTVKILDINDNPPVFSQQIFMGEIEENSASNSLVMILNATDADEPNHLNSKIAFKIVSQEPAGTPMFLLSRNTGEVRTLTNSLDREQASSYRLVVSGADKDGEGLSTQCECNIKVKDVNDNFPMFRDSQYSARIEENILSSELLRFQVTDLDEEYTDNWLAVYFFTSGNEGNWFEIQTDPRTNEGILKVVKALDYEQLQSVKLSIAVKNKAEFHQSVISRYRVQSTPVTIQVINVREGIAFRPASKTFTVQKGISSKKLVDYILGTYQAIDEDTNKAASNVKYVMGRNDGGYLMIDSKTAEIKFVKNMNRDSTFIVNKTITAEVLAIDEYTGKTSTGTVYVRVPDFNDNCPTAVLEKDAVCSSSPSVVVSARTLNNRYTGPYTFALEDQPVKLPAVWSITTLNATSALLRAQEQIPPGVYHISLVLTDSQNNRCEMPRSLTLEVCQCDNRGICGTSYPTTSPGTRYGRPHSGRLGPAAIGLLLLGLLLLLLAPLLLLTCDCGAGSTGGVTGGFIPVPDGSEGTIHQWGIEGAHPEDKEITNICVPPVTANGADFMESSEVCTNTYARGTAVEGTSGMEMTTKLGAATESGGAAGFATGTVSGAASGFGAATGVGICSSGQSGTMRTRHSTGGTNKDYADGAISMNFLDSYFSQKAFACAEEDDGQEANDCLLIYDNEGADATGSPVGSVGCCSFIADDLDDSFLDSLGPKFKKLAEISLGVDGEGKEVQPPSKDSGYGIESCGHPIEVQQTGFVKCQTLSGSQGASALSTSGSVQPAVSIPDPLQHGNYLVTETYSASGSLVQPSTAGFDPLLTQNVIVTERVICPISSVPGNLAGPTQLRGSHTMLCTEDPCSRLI
Arrestin-AP2 inh – human beta-arrestin and AP2 interaction inhibition; FITC-arrestin peptide / GST-AP2 beads, flow cytometry; AP2 beta2 appendage carries R879A mutation; inhibition, % at 10 µM; 340,000 compounds, 0.31% hits; AID 504490;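 active = inhibition above a set limit, near 3 SD of compounds lacking own fluorescence, cut at about 54% in these data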;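 also: plate controls were DMSO wells for no effect and 5 µM unlabelled arrestin peptide for full effect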
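Material – AP2 appendage R879A on GSH beads · Buffer or medium – PBS with 0.05% Tween 20 and 0.1% BSA · Probe or stimulus – fluorescein-tagged arrestin peptide at 50 nM final · Incubation – compound with beads 12 min RT, then probe 1 h RT · Detection – high-throughput flow cytometry of beads, ex 488, em 535 nm · Evaluation – percent response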
MOR-DOR inv ag – mu-delta opioid heterodimer inverse agonism; inhibition, % at 9.3 µM; 340,000 compounds, 0.21% hits; P35372+P41143; cell-based MOR-DOR heterodimer luminescence; in the data active = inhibition above about 22%, passing the limit was not always enough;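 also: 0% = cells with DMSO and 100% = wells without cells with DMSO; values of inactives mirror those of a sister screen read the other way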
Cardiac RTF inh – cardiac RTF calcium desensitization; P19429+P45379; IANBD-labeled cardiac RTF, Ca2+ fluorescence; inhibition, % at 7.15 µM; 340,000 compounds, 0.12% hits;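 active = inhibition above the mean inhibition of all tested compounds plus 3 SD, cut at about 17% in these data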;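 also: assay run at fixed EC70 calcium of 1.6 mM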
RTF Ca sens act – increases calcium sensitivity of human cardiac regulated thin filaments; P19429+P45379; 340,000 compounds, 0.24% hits; activation, % at 7.2 µM; IANBD-labeled TnC RTF fluorescence at EC20 calcium; 0% EC20 calcium, 100% full calcium; AID 493008;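 active = activation above the mean over all tested compounds plus 3 SD, cut at about 30% in these data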;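 also: rise in fluorescence read as greater calcium sensitivity of cardiac thin filaments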
Keap1-Nrf2 PPI – disrupts human Keap1 binding to Nrf2 peptide; Q14145; Keap1 Kelch-Nrf2 peptide fluorescence polarization, 1536-well; inhibition, % at 9.4 µM; 340,000 compounds, 0.15% hits; in the data active = inhibition above about 12%;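 also: human Keap1 Kelch domain with fluorescein labeled Nrf2 9mer peptide probe; 0% = neutral control wells and 100% = peptide positive control; higher means more block of Keap1 binding to Nrf2 peptide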
MOR-DOR ag – agonists of human mu-delta opioid receptor heterodimerization. activation, % at 9.3 µM. 340,000 compounds, 0.3% hits. cells, OPRM1-OPRD1 heterodimerization, luminescence. AID 504326; in the data active = activation above about 18%;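 also: 0% = vehicle-treated cells and 100% = reference agonist; values of inactives mirror those of a sister screen read the other way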
Wnt bcat act – activates Wnt/beta-catenin signaling in a reporter cell assay. activator, plate reader. activation, % at 9.35 µM. 300,000 compounds, 1.2% hits. AID 743398; in the data active = activation above about 30%, passing the limit was not always enough;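 also: 0% = neutral control wells and 100% = positive control wells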
V-ATPase pHluor – alters yeast V-ATPase proton transport. S. cerevisiae, pHLuorin cytosolic pH fluorescence. response, % at 10 µM. 350,000 compounds, 0.37% hits. AID 504577; in the data active = response mostly above about 7.3%, no sharp cut-off; inactive = mostly below about 5.4%; also: actives read high; inactives centre near 0; some compounds called inactive have numbers as strong as hits; reference of the scale not given here
* hit, by the source's call.

Results for CCOC(=O)C(Cc1ccccc1)(NC(C)=O)C(=O)OCC ?
C-LANA FP: 0.1; DSG3 Ab inh: 97.5; Arrestin-AP2 inh: 0.3; MOR-DOR inv ag: 12.0; Cardiac RTF inh: -3.5; RTF Ca sens act: -1.9; Keap1-Nrf2 PPI: 0.8; MOR-DOR ag: -2.1; Wnt bcat act: 1.2; V-ATPase pHluor: -4.5

What do the screens show for `O=C(O)c1cnn2c(-c3ccccc3)ccnc12`?
C-LANA FP: 1.7; DSG3 Ab inh: 108.1; Arrestin-AP2 inh: -14.2; MOR-DOR inv ag: 7.5; Cardiac RTF inh: -1.9; RTF Ca sens act: 0.8; Keap1-Nrf2 PPI: 1.5; MOR-DOR ag: -1.4; Wnt bcat act: 4.1; V-ATPase pHluor: -1.2

How did CCC(=O)C1CCCN(C(=O)c2ccc(OC3CCN(C(=O)c4cccnc4)CC3)cc2)C1 (centres undefined) do in these assays?
C-LANA FP: -1.9; DSG3 Ab inh: 99.4; Arrestin-AP2 inh: -3.2; MOR-DOR inv ag: 14.8; Cardiac RTF inh: 1.2; RTF Ca sens act: -5.1; Keap1-Nrf2 PPI: -1.8; MOR-DOR ag: -3.1; Wnt bcat act: -1.1; V-ATPase pHluor: -1.1

How did O=C1C2ON(c3ccccc3)C(c3ccncc3)C2C(=O)N1c1ccc(Br)cc1 (centres undefined) do in these assays?
C-LANA FP: -0.7; DSG3 Ab inh: 99.1; Arrestin-AP2 inh: 2.6; MOR-DOR inv ag: -5.9; Cardiac RTF inh: -8.5; RTF Ca sens act: -4.2; Keap1-Nrf2 PPI: -4.5; MOR-DOR ag: 1.2; V-ATPase pHluor: -1.0

Results for CSCC[C@H](NC(=O)N1CCn2c1nc1ccccc12)C(=O)NCC1CCCO1 (some centres undefined) ?
C-LANA FP: 0.8; DSG3 Ab inh: 106.9; Arrestin-AP2 inh: -8.1; Cardiac RTF inh: -3.2; RTF Ca sens act: 0.3; Keap1-Nrf2 PPI: -4.4; Wnt bcat act: 0.0; V-ATPase pHluor: 2.3

How did CCOC(=O)C1CCCN(C(=O)CSCc2ccccc2)C1 (centres undefined) do in these assays?
C-LANA FP: -1.2; DSG3 Ab inh: 100.2; Arrestin-AP2 inh: -4.8; MOR-DOR inv ag: 0.2; Cardiac RTF inh: -13.3; RTF Ca sens act: 2.0; Keap1-Nrf2 PPI: 4.4; MOR-DOR ag: 0.0; Wnt bcat act: -1.3; V-ATPase pHluor: 1.3

Results for CCOC(=O)c1cnc(SC)nc1Oc1cccc(NS(=O)(=O)c2ccc(Cl)cc2)c1 ?
C-LANA FP: -0.4; DSG3 Ab inh: 105.2; Arrestin-AP2 inh: -5.7; MOR-DOR inv ag: -2.4; Cardiac RTF inh: -18.9; RTF Ca sens act: 16.4; Keap1-Nrf2 PPI: -3.1; MOR-DOR ag: 0.5; V-ATPase pHluor: -1.1

How did COc1cc(N)ccc1C(=O)O do in these assays?
C-LANA FP: 3.4; Arrestin-AP2 inh: 4.3; MOR-DOR inv ag: 9.6; Cardiac RTF inh: -23.9; RTF Ca sens act: 2.2; Keap1-Nrf2 PPI: 0.5; MOR-DOR ag: -1.7; Wnt bcat act: 4.6; V-ATPase pHluor: -1.1

How did CC(=O)c1cccc(N2C(=NC(=O)CCc3ccccc3)SC3CS(=O)(=O)CC32)c1 (centres undefined) do in these assays?
C-LANA FP: 0.1; Arrestin-AP2 inh: 1.4; MOR-DOR inv ag: 7.9; Cardiac RTF inh: -5.0; RTF Ca sens act: -3.6; Keap1-Nrf2 PPI: 1.8; MOR-DOR ag: -1.6; Wnt bcat act: -1.0; V-ATPase pHluor: -5.2

How did COc1ccc(CC(=O)NNC(=O)CCC(=O)Nc2cc(C)ccc2C)cc1 do in these assays?
C-LANA FP: 0.1; DSG3 Ab inh: 99.5; Arrestin-AP2 inh: 6.0; MOR-DOR inv ag: 11.0; Cardiac RTF inh: -0.1; RTF Ca sens act: 6.1; Keap1-Nrf2 PPI: -4.5; MOR-DOR ag: -2.1; Wnt bcat act: 0.2; V-ATPase pHluor: 0.5

What do the screens show for `O=C(CN1CCN(C(=O)c2ccc(-c3nc4ccccc4s3)o2)CC1)Nc1ccccc1Cl`?
C-LANA FP: 1.2; DSG3 Ab inh: 102.3; Arrestin-AP2 inh: 41.3; MOR-DOR inv ag: 1.8; Cardiac RTF inh: -8.3; RTF Ca sens act: -8.8; Keap1-Nrf2 PPI: 2.4; MOR-DOR ag: -0.3; Wnt bcat act: 26.8; V-ATPase pHluor: 1.8

How did CCOc1ccccc1NC(=O)NS(=O)(=O)c1ccc(C)cc1 do in these assays?
C-LANA FP: -3.6; DSG3 Ab inh: 101.8; Arrestin-AP2 inh: 2.2; MOR-DOR inv ag: 2.6; Cardiac RTF inh: -14.3; RTF Ca sens act: 6.1; Keap1-Nrf2 PPI: -2.0; MOR-DOR ag: -0.6; V-ATPase pHluor: 1.9

Results for COc1ccc(NC(=S)Nc2ccc(N)c([N+](=O)[O-])c2)cc1 ?
C-LANA FP: -0.6; DSG3 Ab inh: 96.7; Arrestin-AP2 inh: -1.4; MOR-DOR inv ag: 9.8; Cardiac RTF inh: 0.7; RTF Ca sens act: 7.0; Keap1-Nrf2 PPI: -8.1; MOR-DOR ag: -1.8; Wnt bcat act: 45.0*; V-ATPase pHluor: -1.7

How did CCc1nn2c(=O)cc(COc3ccc(NC(=O)c4ccco4)cc3)nc2s1 do in these assays?
C-LANA FP: -0.5; DSG3 Ab inh: 104.0; Arrestin-AP2 inh: -3.0; MOR-DOR inv ag: 6.6; Cardiac RTF inh: -7.5; RTF Ca sens act: -0.7; Keap1-Nrf2 PPI: -0.6; MOR-DOR ag: -1.3; Wnt bcat act: -4.9; V-ATPase pHluor: -0.3

Results for CC(=O)Nc1ccc(-c2nnn(CC(=O)Nc3ccc4c(c3)OCO4)n2)cc1Cl ?
C-LANA FP: -1.2; DSG3 Ab inh: 100.9; Arrestin-AP2 inh: 39.8; MOR-DOR inv ag: 5.7; Cardiac RTF inh: -6.9; RTF Ca sens act: 8.2; Keap1-Nrf2 PPI: -1.6; MOR-DOR ag: -1.1; Wnt bcat act: -6.9; V-ATPase pHluor: 1.4

Results for COc1cc(/C=C2/SC(=S)N(CC(=O)NC(C)(C)C)C2=O)cc(OC)c1OC ?
C-LANA FP: 0.6; DSG3 Ab inh: 92.9; Arrestin-AP2 inh: 2.9; MOR-DOR inv ag: 21.9; Cardiac RTF inh: -5.3; RTF Ca sens act: 2.3; Keap1-Nrf2 PPI: -2.3; MOR-DOR ag: -4.1; Wnt bcat act: -5.9; V-ATPase pHluor: -0.2

How did COc1ccc(C(=O)C[n+]2ccc3c(c2)nc(-c2cc(OC)c(OC)cc2OC)n3C)cc1 do in these assays?
C-LANA FP: -1.3; DSG3 Ab inh: 98.1; Arrestin-AP2 inh: -7.0; MOR-DOR inv ag: 7.8; Cardiac RTF inh: -1.1; RTF Ca sens act: 3.2; Keap1-Nrf2 PPI: 2.6; MOR-DOR ag: -1.4; Wnt bcat act: 0.0; V-ATPase pHluor: -1.9

Results for N#Cc1c(N)c(C#N)c(-c2ccc3c(c2)OCO3)c2c1CCCC2 ?
C-LANA FP: 0.4; DSG3 Ab inh: 107.7; Arrestin-AP2 inh: 8.1; MOR-DOR inv ag: -41.7; Cardiac RTF inh: 0.0; RTF Ca sens act: 3.0; Keap1-Nrf2 PPI: -1.1; MOR-DOR ag: 7.6; V-ATPase pHluor: 0.3

How did COc1cccc(-c2ncc3ccccc3c2COC(=O)c2ccco2)c1 do in these assays?
C-LANA FP: -0.3; DSG3 Ab inh: 105.0; Arrestin-AP2 inh: 17.2; MOR-DOR inv ag: -5.0; Cardiac RTF inh: -24.5; RTF Ca sens act: -0.3; Keap1-Nrf2 PPI: 2.0; MOR-DOR ag: 0.8; Wnt bcat act: 6.5; V-ATPase pHluor: 0.1

How did CCOc1ccc(NC2=NC(C)(C)N=C(N)N2)cc1 do in these assays?
C-LANA FP: 0.1; DSG3 Ab inh: 95.3; Arrestin-AP2 inh: 24.7; MOR-DOR inv ag: 7.2; Cardiac RTF inh: -43.6; RTF Ca sens act: -0.9; Keap1-Nrf2 PPI: 0.6; MOR-DOR ag: -1.2; V-ATPase pHluor: -4.6

How did Cc1onc(-c2ccccc2)c1C(=O)NCc1cccc(Cl)c1 do in these assays?
C-LANA FP: 1.0; DSG3 Ab inh: 116.5; Arrestin-AP2 inh: -2.0; MOR-DOR inv ag: 4.1; Cardiac RTF inh: -8.6; RTF Ca sens act: -1.7; Keap1-Nrf2 PPI: -2.9; MOR-DOR ag: -0.8; Wnt bcat act: 1.0; V-ATPase pHluor: 5.3

How did CN(Cc1ccsc1)C(=O)CCc1nnc(CCCc2ccccc2)o1 do in these assays?
C-LANA FP: 0.5; DSG3 Ab inh: 89.6; Arrestin-AP2 inh: 41.5; MOR-DOR inv ag: 11.6; Cardiac RTF inh: -5.2; RTF Ca sens act: -5.0; Keap1-Nrf2 PPI: -3.0; MOR-DOR ag: -2.3; Wnt bcat act: 32.9*; V-ATPase pHluor: 0.1

What do the screens show for `O=C(/C=C/c1ccccc1)NC(NC(=S)Nc1cccc(Cl)c1)C(Cl)(Cl)Cl` (centres undefined)?
C-LANA FP: -0.1; DSG3 Ab inh: 101.8; Arrestin-AP2 inh: 3.7; MOR-DOR inv ag: -45.8; Cardiac RTF inh: -8.3; RTF Ca sens act: -6.0; Keap1-Nrf2 PPI: -4.2; MOR-DOR ag: 7.3; V-ATPase pHluor: -0.2

How did O=C(N/N=C/c1c[nH]c2ccccc12)c1ccncc1 do in these assays?
C-LANA FP: 3.0; DSG3 Ab inh: 95.6; Arrestin-AP2 inh: 7.0; MOR-DOR inv ag: 4.5; Cardiac RTF inh: -13.8; RTF Ca sens act: 2.5; Keap1-Nrf2 PPI: -5.3; MOR-DOR ag: -0.7; Wnt bcat act: -1.4; V-ATPase pHluor: 5.1

Results for Cc1cc(C)cc(C(=O)NCc2ccc3c(c2)OCO3)c1 ?
C-LANA FP: 16.2; DSG3 Ab inh: 121.2; Arrestin-AP2 inh: 1.8; MOR-DOR inv ag: 5.8; Cardiac RTF inh: -8.1; RTF Ca sens act: 0.0; Keap1-Nrf2 PPI: 0.3; MOR-DOR ag: -1.2; Wnt bcat act: -1.1; V-ATPase pHluor: 0.4

Results for COc1ccc(-c2noc(CNC(=O)c3ccoc3C)n2)cc1 ?
C-LANA FP: -0.1; DSG3 Ab inh: 96.2; Arrestin-AP2 inh: 29.9; MOR-DOR inv ag: 13.2; Cardiac RTF inh: -20.6; RTF Ca sens act: -2.5; Keap1-Nrf2 PPI: 2.9; MOR-DOR ag: -2.0; Wnt bcat act: -2.3; V-ATPase pHluor: -2.7
